Screens: PubChem BioAssay, several laboratories
PPARg SRC-1 ag – agonists of human PPARgamma SRC-1 coactivator recruitment | AID 631 | P37231 | activation, % at 8 µM | PPARgamma-SRC-1 coactivator recruitment biochemical assay | 200,000 compounds, 0.41% hits; in the data active = activation above about 19%;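 also: 0% = DMSO and 100% = reference agonist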
STAT3 activator – increases IL-6 driven STAT3 reporter signal | U3A cells, IL-6 STAT3-luciferase reporter, luminescence; 100% = signal with IL-6 EC80 alone | activation (% of control), % at 5.6 µM | 190,000 compounds, 0.91% hits;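 active = activation above the screen-wide mean of compound activation plus 3 SD, cut at about 130% in these data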;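 also: 0% = background luminescence of wells with medium and substrate only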
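System – human U3A cells carrying STAT3-luciferase construct · Probe or stimulus – Interleukin-6, 33 ng/mL · Schedule – compound 1 h, then IL-6 6 h at 37 °C · Signal – luminescence from STAT3-driven luciferase reporter · Evaluation – percent of IL-6-only median luminescence · Benchmarks – IL-6-only high control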
bIAP activator – increases bovine intestinal alkaline phosphatase activity. activation factor at 20 µM. purified bovine IAP, CDP-star luminescence, 30 min; hits give high values; fold of DMSO-control signal, blank-subtracted. AID 1016. 200,000 compounds, 0.17% hits;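 active = activation factor of 2 or more at 20 µM, a signal rise over negative controls twice the positive control's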
PPARg SRC-2 ag – PPARgamma-driven SRC-2 recruitment agonism. PPARgamma LBD-SRC-2 recruitment, biochemical. activation, % at 8 µM. 200,000 compounds, 0.34% hits. AID 1032; in the data active = activation above about 22%;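 also: 0% = vehicle and 100% = reference agonist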
PPARg SRC3 recr – promotes SRC-3 coactivator recruitment by human PPARgamma. P37231. biochemical PPARgamma/SRC-3 coactivator recruitment assay. activation, % at 8 µM. 200,000 compounds, 0.26% hits. AID 731; in the data active = activation above about 23%;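 also: 0% = DMSO and 100% = reference agonist; some compounds past the cut are filed as inactive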
ROMK primary – modulates human ROMK potassium channel activity; 130,000 compounds, 2% hits; B-score at 10 µM; P48048; Tet-inducible ROMK, thallium flux fluorescence; actives lie on both sides;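 active = signal ratio slope over the read window, or its plate-corrected B-score, at least 3 SD from the plate mean, either direction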;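 also: B-score of the F/F0 ratio slope over 7 to 12 s after thallium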
Target sequence (P48048 whole entry, looked up): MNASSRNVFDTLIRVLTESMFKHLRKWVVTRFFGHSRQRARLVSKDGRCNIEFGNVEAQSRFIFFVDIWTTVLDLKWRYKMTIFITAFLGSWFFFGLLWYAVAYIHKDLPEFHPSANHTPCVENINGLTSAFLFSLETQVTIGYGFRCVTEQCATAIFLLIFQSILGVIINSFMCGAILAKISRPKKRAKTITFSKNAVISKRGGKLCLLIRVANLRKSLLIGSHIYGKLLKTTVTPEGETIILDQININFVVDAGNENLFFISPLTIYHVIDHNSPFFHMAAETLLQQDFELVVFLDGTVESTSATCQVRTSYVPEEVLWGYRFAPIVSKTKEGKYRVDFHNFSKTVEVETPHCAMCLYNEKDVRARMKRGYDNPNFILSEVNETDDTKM
STAT1 inh – reduces IFN-gamma driven STAT1 reporter signal; 200,000 compounds, 0.35% hits; inhibition, % at 5.5 µM; NIH 3T3 STAT1-luciferase reporter, luminescence;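 active = inhibition above a set limit, the mean inhibition across all tested compounds plus 3 SD, cut at about 34% in these data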;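 also: 0% = IFN-gamma with DMSO and 100% = IFN-gamma with 300 µM nifuroxazide; values of inactives mirror those of a sister screen read the other way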
bIAP inhibitor – intestinal alkaline phosphatase (bovine) inhibition; purified bovine IAP, CDP-star luminescence, 30 min; inhibition, % at 20 µM; 190,000 tested, under 10 active; AID 1019;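 active = over 50% inhibition of intestinal alkaline phosphatase at 20 µM in the single-dose screen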
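Incubation: 30 min reaction at room temperature / Material: purified bovine intestinal alkaline phosphatase (IAP) enzyme / Input: enzyme at 1/65,000,000 dilution / Dosing: 20 µM single dose / Signal: CDP-star luminescence signal / Reagent: CDP-star chemiluminescent phosphatase substrate, 30 µM final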
STAT3 inh – inhibitors of IL-6 induced STAT3 signaling; U3A cells, IL-6 STAT3-luciferase reporter, luminescence; host cell line lacks STAT1; 190,000 compounds, 0.89% hits; AID 862; inhibition, % at 5.5 µM;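 active = inhibition above the mean inhibition across all screened compounds plus 3 SD, cut at about 44% in these data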;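 also: 0% = DMSO only wells and 100% = 100 µM nifuroxazide control wells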
TNAP act hi DEA – increases human TNAP activity under high phosphate acceptor concentration; purified TNAP, CDP-star luminescence, 1 M DEA, 30 min; hits give high values; 0 = EDTA background, 1 = DMSO-only activity; activation factor at 20 µM; 200,000 tested, under 10 active; AID 1136;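 active = activation factor at least 2 at 20 µM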
Target sequence (P05186 whole entry, looked up): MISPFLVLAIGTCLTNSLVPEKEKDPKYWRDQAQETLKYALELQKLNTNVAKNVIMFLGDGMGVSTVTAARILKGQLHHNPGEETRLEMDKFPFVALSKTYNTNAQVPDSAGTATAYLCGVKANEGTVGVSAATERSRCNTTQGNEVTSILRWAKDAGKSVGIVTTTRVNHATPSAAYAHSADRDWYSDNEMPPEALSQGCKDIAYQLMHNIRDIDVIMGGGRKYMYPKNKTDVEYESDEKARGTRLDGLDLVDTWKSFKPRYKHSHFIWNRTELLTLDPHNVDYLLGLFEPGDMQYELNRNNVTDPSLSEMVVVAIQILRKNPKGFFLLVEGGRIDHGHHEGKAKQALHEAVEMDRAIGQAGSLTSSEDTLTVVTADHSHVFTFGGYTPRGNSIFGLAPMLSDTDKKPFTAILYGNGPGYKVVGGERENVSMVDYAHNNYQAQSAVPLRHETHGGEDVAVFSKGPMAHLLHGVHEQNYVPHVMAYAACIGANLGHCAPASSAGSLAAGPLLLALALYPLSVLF
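system = human TNAP | amount = enzyme diluted 1/800 final | reagent = 100 µM CDP-star substrate | signal = luminescent substrate turnover signal | dosing = one dose, 20 µM | benchmarks = EDTA negative control, DMSO positive control | measure = activation factor | timing = 30 min reaction, room temperature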
TR-FRET SRC-2 ct – flags TR-FRET format artefacts in PPARgamma SRC-2 recruitment agonist screen. TR-FRET artefact counter-screen; hits give high values. TR-FRET ratio at 8 µM. 200,000 compounds, 0.4% hits. AID 1049; in the data active = TR-FRET ratio above about 2000; also: inactives centre near 1500
The depositor's hits bear a star; · = no result given.

SMILES	PPARg SRC-1 ag	STAT3 activator	bIAP activator	PPARg SRC-2 ag	PPARg SRC3 recr	ROMK primary	STAT1 inh	bIAP inhibitor	STAT3 inh	TNAP act hi DEA	TR-FRET SRC-2 ct
Cc1cc(=O)oc2cc(OC(=O)c3ccco3)ccc12	-2	96	1	0	2	-1.2	-2	4	10	1	1578
COc1ccc(-c2noc(N3CCC(C(=O)N4CCN(c5ccccn5)CC4)CC3)n2)cc1	-6	68	0.9	-5	-2	-1.8	4	7	40	1	1465
CC(C)Oc1cccc(C(=O)NC(=S)N2CCN(c3ccc(C(F)(F)F)cc3[N+](=O)[O-])CC2)c1	0	97	0.8	8	5	0.31	3	16	11	1	1476
O=C(Nc1ccccc1C(=O)N1CCOCC1)c1noc2c1CCCC2	-4	111	1	0	1	·	-4	3	-10	1	1299
CC(C)CNC(=O)CC(=O)N/N=C/c1ccc(Br)cc1	-1	97	0.7	3	-6	·	-4	31	10	1.1	1510
O=C(c1cc(-c2ccncc2)nc2ccccc12)N1CCN(S(=O)(=O)/C=C/c2ccccc2)CC1	13	100	1.1	15	19	·	2	-10	3	1	1477
Cc1ccc2c(c1)C(N1CCCC1=O)CC(c1ccco1)N2 (stereo unspecified)	8	43	0.9	5	19	-0.81	18	10	70*	1	1551
COc1ccc(N2C(=O)C(CC(N)=O)N(NC(=O)c3cccc(OC)c3)C2=S)cc1 (stereo unspecified)	8	104	1	6	4	1.3	-9	-1	-1	1.1	1544
CCOC(=O)C1(CCc2ccccc2)CCN(C(=O)c2cnc(C)cn2)CC1	0	107	1	1	2	0.00014	-15	2	-6	1	1626
O=C(/C=C/c1ccccc1)NC(NC(=S)Nc1ccc(Cl)cc1)C(Cl)(Cl)Cl (stereo unspecified)	2	95	0.9	8	-1	0.39	2	12	13	1	1393
CCC1=NN(C(=O)CCc2ccc3c(c2)OCO3)C(O)(C(F)(F)F)C1 (stereo unspecified)	-5	93	1	2	5	0.84	3	2	10	1.1	1566
CC(=O)Nc1sc2c(c1C#N)CCC(C)C2 (stereo unspecified)	1	98	1	-9	-2	-0.22	-11	3	8	1	1478
O=C1CCCc2ccccc2N1Cc1cccc(Cl)c1	0	107	1.1	5	-2	·	7	-11	2	1	1576
Nn1c(SCC(=O)Nc2ccc3c(c2)OCO3)nnc1-c1ccncc1	-4	102	0.9	-2	-3	·	1	11	-3	1.1	1495
CN(CC(=O)Nc1cccc2c1CCCC2)S(=O)(=O)c1ccccc1	-3	94	1	7	3	·	22	2	18	1	1730
O=S(=O)(Nc1ccc2c(c1)CCC2)c1cccs1	-2	101	0.8	-3	-8	·	-1	18	2	1	1498
O=C(NC1CCCCC1)N1CCCC(c2nc(-c3ccc(S(=O)(=O)N4CCCC4)cc3)no2)C1 (stereo unspecified)	2	89	1	-7	18	·	2	-1	18	1.1	1508
S=C(NCCN1CCOCC1)Nc1ccc(Cl)c(Cl)c1	2	99	1.1	3	-3	-2	-8	-5	5	1.1	1576
CCOC(=O)c1cnn(CC2CCCCC2)c1N	-6	98	1	5	0	·	2	1	8	1	1614
COc1ccc(NC(=O)N(CCCN2CCOCC2)Cc2cccnc2)c(OC)c1	-3	100	·	-6	-7	·	2	·	4	·	1575
O=C(CSc1ccc(-c2ccccn2)nn1)NC1CCCCC1	-7	101	1.1	-8	-3	0.46	3	-14	-2	1	1296
NNC(=O)C1CCCN1S(=O)(=O)c1ccc(Cl)cc1 (stereo unspecified)	-9	109	0.9	-13	-5	-0.66	-4	6	-8	1	1304
CC(C)OCCCn1c(=S)[nH]c2cc3c(cc2c1=O)OCO3	-2	94	1	1	0	·	-3	-1	13	1	1357
O=C(CC12CC3CC(CC(C3)C1)C2)N/N=C/c1ccncc1	5	96	1	-4	6	·	4	4	6	1	1457
Cc1ccc(S(=O)(=O)CNC(=O)c2ccccc2)cc1	4	101	1	6	10	-0.18	-4	0	6	1	1694
Cc1ccc(NC(=O)c2c(C)noc2C)cc1	-1	95	0.9	-4	2	-0.18	-2	9	6	1	1544
Cc1ccc(CNC(=O)c2ccc([N+](=O)[O-])o2)cc1	0	86	0.9	-4	4	0.0074	6	11	22	1.1	1305
CCCCn1c(SCC(=O)c2ccc3c(c2)OCCO3)nnc1-c1ccco1	-3	112	1	-8	-2	·	8	2	-9	1	1373
COC(=O)c1ccc(N2CCN(CC(=O)c3ccc(-c4ccccc4)cc3)CC2)c([N+](=O)[O-])c1	-6	144*	1	-8	7	-0.029	-9	2	-43	1	1466
CCOC(=O)c1ccc(NC(=S)NCCCn2ccnc2)cc1	-12	106	0.7	-6	-2	-0.14	1	29	-4	1.1	1577
CCCCN(CC)S(=O)(=O)c1ccc(C(=O)Nc2nnc(CSC)o2)cc1	7	107	0.9	-2	-11	·	-5	8	-2	1.1	1350
CC(C)CSC1=NSC2=NC(=O)/C(=C\c3coc4ccccc4c3=O)C(=N)N12	7	100	1	5	12	·	2	3	7	0.9	1797
CC(=O)n1cc([C@H]2C=C(C(=O)O)O[C@@H](OCCCCO)C2)c2ccccc21	-2	·	1.1	5	4	·	8	-6	·	1	1667
O=C(O)c1ccc2c(c1)C(=O)N(c1ccccc1-c1ccccc1)C2=O	9	96	1	8	-3	-1.1	-5	0	7	1.1	1818
O=c1[nH][nH]cc1C=Nc1ccc(Cl)cc1Cl	5	121	1.1	5	3	-0.45	5	-8	-23	1.1	1554
Cc1cc(C)c2c(c1)SC1=NC(c3ccccc3)(C(F)(F)F)NC(=O)N12 (stereo unspecified)	12	96	1	-7	0	·	-3	3	8	1	1718
O=C(NC(NNc1ccc([N+](=O)[O-])cc1)(C(F)(F)F)C(F)(F)F)c1ccc(F)cc1	8	91	1.2	1	4	-1.3	8	-18	11	0.9	1689
CC1(C)C2CC=C(/C=N/NC(=O)c3ccccc3Br)C1C2 (stereo unspecified)	3	88	0.7	0	2	-0.26	7	28	13	1	1500
Cc1cccc(NC(=O)c2c(O)c3cccc4c3n(c2=O)CC4)c1	-4	158*	·	0	4	·	-1	·	-70	·	1561
Cc1ccccc1NC(=O)CSCCN1C(=O)c2ccccc2C1=O	0	91	0.9	4	0	·	8	15	13	1	1655
CCOC(=O)CSc1ccc2nnc(-c3cccs3)n2n1	8	103	0.6	9	15	·	6	37	2	1	1702
O=C1C2C3C=CC(C3)C2C(=O)N1c1n[nH]c(CCc2ccccc2)n1 (stereo unspecified)	1	101	0.8	12	-3	-0.26	4	15	3	1	1460
COc1ccc(/C=N\NC(=O)COc2ccccc2)c(C(=O)O)c1OC	8	104	1	1	-6	·	4	-2	-1	1	1559
CCn1ncc(Cl)c1C(=O)NC(C)c1ccccc1 (stereo unspecified)	4	103	0.8	-1	9	-0.016	-1	15	0	1	1537
COc1ccc2nc(N/C(N)=N/C(=S)Nc3cccc(C)c3)nc(C)c2c1	1	86	0.9	7	12	·	-2	9	23	1	1939
Cc1ccc(C(OCC(O)CNC(C)c2ccccc2)c2ccccc2)cc1 (stereo unspecified)	-2	109	1.1	1	5	-1.7	-6	-8	-9	1.1	1731
COC(=O)C1C(=O)C2=C(CC1C)NC(=O)CC2c1ccc(O)c(OC)c1 (stereo unspecified)	1	99	1	7	-9	·	4	0	5	1	1439
CN1CCCC(OC(=O)COc2ccccc2)C1 (stereo unspecified)	0	99	1	8	1	-0.76	-8	-2	2	1.1	1535
CN(C)S(=O)(=O)Oc1ccccc1C(=O)Nc1ccccc1Cl	6	96	0.9	4	4	1.2	8	10	11	1	1534
Cc1cc2nc(SCCN3CCOCC3)[nH]c2cc1C	-2	111	0.9	1	-15	-0.61	-55	9	-12	1	1455
C=CCSc1nnc(NC(=O)Cn2cnc3c2c(=O)n(C)c(=O)n3C)s1	14	104	1	10	2	0.73	1	1	-3	1	1822

Quoted from the listing, 15 compounds:
SMILES	PPARg SRC-1 ag	STAT3 activator	bIAP activator	PPARg SRC-2 ag	PPARg SRC3 recr	ROMK primary	STAT1 inh	bIAP inhibitor	STAT3 inh	TNAP act hi DEA	TR-FRET SRC-2 ct
Nn1c(SCC(=O)Nc2ccc3c(c2)OCO3)nnc1-c1ccncc1	-4	102	0.9	-2	-3	·	1	11	-3	1.1	1495
CN(CC(=O)Nc1cccc2c1CCCC2)S(=O)(=O)c1ccccc1	-3	94	1	7	3	·	22	2	18	1	1730
O=S(=O)(Nc1ccc2c(c1)CCC2)c1cccs1	-2	101	0.8	-3	-8	·	-1	18	2	1	1498
O=C(NC1CCCCC1)N1CCCC(c2nc(-c3ccc(S(=O)(=O)N4CCCC4)cc3)no2)C1 (stereo unspecified)	2	89	1	-7	18	·	2	-1	18	1.1	1508
S=C(NCCN1CCOCC1)Nc1ccc(Cl)c(Cl)c1	2	99	1.1	3	-3	-2	-8	-5	5	1.1	1576
CCOC(=O)c1cnn(CC2CCCCC2)c1N	-6	98	1	5	0	·	2	1	8	1	1614
COc1ccc(NC(=O)N(CCCN2CCOCC2)Cc2cccnc2)c(OC)c1	-3	100	·	-6	-7	·	2	·	4	·	1575
O=C(CSc1ccc(-c2ccccn2)nn1)NC1CCCCC1	-7	101	1.1	-8	-3	0.46	3	-14	-2	1	1296
NNC(=O)C1CCCN1S(=O)(=O)c1ccc(Cl)cc1 (stereo unspecified)	-9	109	0.9	-13	-5	-0.66	-4	6	-8	1	1304
CC(C)OCCCn1c(=S)[nH]c2cc3c(cc2c1=O)OCO3	-2	94	1	1	0	·	-3	-1	13	1	1357
O=C(CC12CC3CC(CC(C3)C1)C2)N/N=C/c1ccncc1	5	96	1	-4	6	·	4	4	6	1	1457
Cc1ccc(S(=O)(=O)CNC(=O)c2ccccc2)cc1	4	101	1	6	10	-0.18	-4	0	6	1	1694
Cc1ccc(NC(=O)c2c(C)noc2C)cc1	-1	95	0.9	-4	2	-0.18	-2	9	6	1	1544
Cc1ccc(CNC(=O)c2ccc([N+](=O)[O-])o2)cc1	0	86	0.9	-4	4	0.0074	6	11	22	1.1	1305
CCCCn1c(SCC(=O)c2ccc3c(c2)OCCO3)nnc1-c1ccco1	-3	112	1	-8	-2	·	8	2	-9	1	1373
